# V-ATPase pH = yeast V-ATPase proton transport regulation by pHLuorin; S. cerevisiae, pHLuorin cytosolic pH fluorescence; response, % at 10 µM; actives 0.37% (n = 350,000); AID 504577; in the data active = response mostly above about 7.3%, no sharp cut-off; inactive = mostly below about 5.4%; note: actives read high; inactives centre near 0; some compounds called inactive have numbers as strong as hits
# cardiac RTF act = increases calcium sensitivity of human cardiac regulated thin filaments. P19429+P45379. activation, % at 7.2 µM. AID 493008. actives 0.24% (n = 340,000). IANBD-labeled TnC RTF fluorescence at EC20 calcium; 0% EC20 calcium, 100% full calcium;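 active = activation above the mean over all tested compounds plus 3 SD, cut at about 30% in these data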;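 note: rise in fluorescence read as greater calcium sensitivity of cardiac thin filaments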
# CAL PDZ FP-1 = CAL PDZ (human) peptide binding inhibition | actives 0.92% (n = 300,000) | AID 602252 | Q9HD26 | purified CAL PDZ, TMR-peptide fluorescence polarization, 1 h | inhibition, % at 24.9 µM;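 active = mean inhibition of at least 30% with at least half of replicates also reaching 30%; inconclusive = no clear call, values can overlap the other calls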;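 note: 0% = DMSO neutral control and 100% = excess unlabeled competitor peptide PRC23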
# CAL PDZ FP-2 = blocks peptide binding to human CAL PDZ domain | Q9HD26 | purified CAL PDZ, TMR-peptide fluorescence polarization, 1 h | inhibition, % at 20 µM | actives 0.02% (n = 330,000) | AID 504414;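 active = highest replicate inhibition of at least 40%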;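 note: plate controls were DMSO neutral control wells for no effect and unlabeled competitor peptide control wells for full effect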
#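 Material: tagged CAL PDZ protein CerCALP, purified; buffer or medium: sodium phosphate/NaCl buffer pH 7.4 with TCEP, IgG, Thesit; also added: fluorescent TMR peptide probe; schedule: 1 h incubation at room temperature before polarization reading; technique: fluorescence polarization from S- and P-plane intensities, G-factor corrected; control set: unlabelled peptide and DMSO controls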
# Tat transport = E. coli Tat transport inhibition. E. coli MC4100 TorA-mCherry Tat export, fluorescence. inhibition, % at 10 µM. actives 0.036% (n = 340,000);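 active = mean replicate inhibition at least 50% and at least half of replicates individually reaching 50%; inconclusive = only one of the two criteria met; inactive = neither criterion met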;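 note: exported cargo escapes ClpAP degradation while cytoplasmic cargo is degraded and loses fluorescence; 0% = median of neutral control wells and 100% = median of NaSCN control wells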
# MITF act = MITF TRPM1 promoter activation in melanoma cells | SK-MEL-5 TRPM1-promoter luciferase, 24 h; % of positive control, neutral wells = 0 | activation, % at 12.5 µM | actives 0.75% (n = 300,000) | AID 588334;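 active = mean activation of at least 80% with every replicate also reaching 80%; inconclusive = mean reaches 80% but some replicate falls short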;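 note: 0% = neutral control wells and 100% = parthenolide positive control wells; values of inactives mirror those of a sister screen read the other way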
# Rtt109 Vps75 = C. albicans Rtt109 histone acetyltransferase inhibition; inhibition, % at 34.9 µM; Q5AAJ8; purified Rtt109/Vps75, ThioGlo CoA-SH fluorescence, 4 h; actives 0.16% (n = 330,000);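 active = inhibition of at least 50% in every replicate; inconclusive = best replicate reaches 50% inhibition but some replicates fall short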
# Target sequence (Q5AAJ8 whole entry, looked up): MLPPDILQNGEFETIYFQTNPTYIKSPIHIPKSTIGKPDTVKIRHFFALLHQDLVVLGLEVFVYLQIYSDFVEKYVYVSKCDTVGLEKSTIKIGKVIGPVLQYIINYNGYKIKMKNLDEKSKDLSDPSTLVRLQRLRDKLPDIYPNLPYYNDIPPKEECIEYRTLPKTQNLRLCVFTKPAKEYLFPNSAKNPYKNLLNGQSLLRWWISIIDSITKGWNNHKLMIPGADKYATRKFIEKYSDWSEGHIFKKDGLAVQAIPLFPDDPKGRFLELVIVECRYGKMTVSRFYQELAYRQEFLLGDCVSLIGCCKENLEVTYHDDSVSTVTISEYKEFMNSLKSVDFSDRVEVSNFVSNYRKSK
# Wnt act = activators of Wnt/beta-catenin signaling. activation, % at 9.35 µM. AID 743398. actives 1.2% (n = 300,000). Wnt/beta-catenin reporter cell assay, activator, plate reader; in the data active = activation above about 30%, passing the limit was not always enough; inconclusive = no clear call, values can overlap the other calls;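 note: 0% = neutral control wells and 100% = positive control wells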
# dFosB activator = activators of mouse delta FosB homodimer; P13346; purified delta FosB, TAMRA-CDK5 oligo fluorescence polarization; percent of positive-control signal above neutral wells; activation, % at 25 µM; actives 0.99% (n = 340,000); AID 493131;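 active = mean activation above about 17%, with every replicate also reaching it, limit read from the data, passing the limit was not always enough; inconclusive = only one of the two conditions met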;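 note: fluorescence polarization rise as delta FosB binds a TAMRA Cdk5 AP-1 oligo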
# Target sequence (P13346 whole entry, looked up): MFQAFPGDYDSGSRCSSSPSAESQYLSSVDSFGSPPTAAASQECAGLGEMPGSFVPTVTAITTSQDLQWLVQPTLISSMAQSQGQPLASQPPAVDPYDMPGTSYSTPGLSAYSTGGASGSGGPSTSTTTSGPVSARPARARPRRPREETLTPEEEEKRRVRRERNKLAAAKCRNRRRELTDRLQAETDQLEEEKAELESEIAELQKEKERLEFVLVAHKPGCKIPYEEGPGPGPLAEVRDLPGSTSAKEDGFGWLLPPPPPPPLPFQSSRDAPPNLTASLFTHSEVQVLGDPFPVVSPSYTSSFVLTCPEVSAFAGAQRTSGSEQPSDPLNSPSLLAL
# CDK5 p35 inh = blocks human CDK5/p35 kinase activity; Recombinant CDK5/p35, ADP-Glo luminescence, 60 min; inhibition, % at 10 µM; actives 0.01% (n = 330,000);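 active = highest replicate inhibition of at least 50% and at least 75% of replicates reaching 50%; inconclusive = only one of the two criteria met; inactive = both criteria failed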;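 note: plate controls were DMSO neutral control for no effect and GW8510 at 10 µM for full effect; many of its hits are not listed in these tables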
# An asterisk follows results filed as active; ? = inconclusive; / = no result given.
no.	SMILES	V-ATPase pH	cardiac RTF act	CAL PDZ FP-1	CAL PDZ FP-2	Tat transport	MITF act	Rtt109 Vps75	Wnt act	dFosB activator	CDK5 p35 inh
1	O=C(Nc1ccc2c(c1)CCC2)c1cnccn1	3	3	0	-1.4	-2	?	-2	/	-1	-2.5
2	O=C(COCc1nc2ccccc2c(=O)[nH]1)NCC1CCCCC1	0	9	-1	-0.6	-6	-3	5	5	-5	-16
3	Cc1cc(=O)[nH]c(SCC(=O)Nc2cc(S(=O)(=O)N(C)C)ccc2Cl)n1	2	4	2	-13	-4	-1	2	/	-3	-0.2
4	O=C(CCN1CCCC1)Nc1ccc(Br)cc1	-3	-3	3	-1.3	0	-2	1	/	0	-1.9
5	Cc1cccc(-c2nc(CN3CCN(Cc4cccc(F)c4)CC3)c(C)o2)c1	0	-4	/	-1.2	-3	5	-7	49*	-7	-0.3
6	C=CCNC(=O)COc1coc(CN2CCN(C(=O)c3ccco3)CC2)cc1=O	8	5	2	-0.6	2	-6	3	0	3	-0.3
7	Cc1ccc(NC(=O)CCn2c(=O)c3cccn3c3ccccc32)c(C)c1	0	-6	2	-1.1	-6	15	-4	-1	?	2.0
8	CC(=C1C(=O)c2ccccc2C1=O)N1CCN(c2ccc(F)cc2)CC1	-1	-4	-3	-0.1	3	-10	3	0	-7	-0.9
9	Cc1ccc([N+](=O)[O-])cc1-c1ccc(/C=N\n2nnnc2N)o1	-1	-2	-6	-2.2	-5	-10	4	-6	3	1.2
10	COc1ccc(NC(=O)N(C)C[C@H]2Oc3ccc(NS(=O)(=O)c4ccccc4)cc3C(=O)N([C@H](C)CO)C[C@@H]2C)cc1	4	-14	4	1.3	-1	3	9	1	-1	1.8
11	COc1ccc(CC(=O)N(CC2CCCO2)c2nc3ccccc3s2)cc1 (configuration not stated)	7	0	/	-0.5	2	-3	4	2	6	-0.5
12	COCCn1c(SCC(=O)N2CCCCC2)nc2c([nH]c3ccccc32)c1=O	2	-2	-6	-1.0	-5	-18	-12	3	-14	-0.9
13	C/C(=N\Nc1nc(C)cc(-c2ccccc2)n1)c1cccc(N)c1	2	-1	-4	-18	-4	26	4	5	-10	0.1
14	CNc1c(NS(=O)(=O)c2cc(OC)ccc2OC)c(=O)oc2ccccc12	4	-1	-5	-1.5	14	7	13	-2	-8	1.0
15	CSCCC(NC(=O)c1ccccc1)C(=O)NC1CCCC1 (configuration not stated)	-4	0	-1	3.1	0	6	-6	0	2	0.5
16	CCN(CC)C(=O)CSc1nc2sc3c(c2c(=O)n1CCOC)CCC3	1	0	-3	0.1	-1	-2	3	-3	-1	0.8
17	O=C(c1ccc2c3c(cccc13)CC2)C1CCCN(Cc2ccc(OCCO)cc2)C1 (configuration not stated)	-1	7	-4	-4.2	1	14	1	-3	-1	-0.5
18	C=CCn1c(SCC(=O)c2ccc(NS(=O)(=O)c3ccccc3)cc2)nnc1-c1cccs1	-2	-6	-4	-2.0	3	-16	6	/	-11	-3.1
19	CCCn1nnc(NC(=S)NC(=O)CC)n1	6	-4	-2	0.4	2	6	-17	-2	0	-0.3
20	Cc1cccc2c(N=Nc3ccc(S(=O)(=O)Nc4ccc(Cl)cc4)cc3[N+](=O)[O-])c(O)[nH]c12	2	-1	-8	1.1	-3	6	1	1	9	1.3

no.	SMILES	V-ATPase pH	cardiac RTF act	CAL PDZ FP-1	CAL PDZ FP-2	Tat transport	MITF act	Rtt109 Vps75	Wnt act	dFosB activator	CDK5 p35 inh
21	CC(=O)Nc1ccc(NS(=O)(=O)Cc2ccccc2)cc1	-2	-9	0	-0.5	-9	1	-4	2	7	-0.2
22	O=C(CSc1nc2ccccc2c(=O)n1Cc1ccco1)NCc1ccccc1	1	-2	1	-2.3	-5	-9	-8	-7	-7	0.8
23	COc1ccc(/C=N/Nc2ncc(C(F)(F)F)cc2Cl)c(OC)c1OC	-1	2	-5	-0.5	-2	19	-7	0	-3	-0.5
24	CC(C)CC(=O)NNC(=O)c1ccc(Cl)cc1	-5	0	-4	-1.6	18	8	2	2	-1	0.9
25	CCCCC(O)(CCCC)C(=O)NN(C(=O)CCl)c1ccccc1	1	0	-1	-2.3	-1	-19	9	2	-11	0.0
26	O=C(CN1CCN(c2ncc(C(F)(F)F)cc2Cl)CC1)N1CCN(c2ncc(C(F)(F)F)cc2Cl)CC1	4	5	1	-2.3	11	-3	-5	/	-7	-2.2
27	O=C(C1CCCO1)N1N=C(c2ccc(Br)cc2)CC1c1ccco1 (configuration not stated)	4	-1	-2	-1.1	5	-1	-9	-4	-16	-0.8
28	Cc1cc(C)nc(SCCC(=O)Nc2ccc(F)cc2)n1	-3	0	-4	19	0	-9	1	0	0	-0.9
29	Cc1cc(NC(=O)CCC(=O)NNC(=O)c2ccc(C(C)(C)C)cc2)no1	2	6	4	-0.1	2	34	7	14	-13	-0.2
30	CC(=O)Nc1c(C(=O)N2CCCCCC2)cnn1-c1ccccc1Cl	-2	2	-2	-0.7	-5	/	-5	-2	3	-0.1
31	COc1cc(C2/C(=C(\O)c3ccc4c(c3)OCCO4)C(=O)C(=O)N2CCN2CCOCC2)cc(OC)c1OC (configuration not stated)	-2	5	/	0.1	5	-1	13	-2	1	-2.9
32	CN(C)c1cc[n+](Cc2c(Cl)cccc2Cl)cc1	-2	2	1	-2.7	-3	/	1	0	1	-1.6
33	COC(=O)CNC(=O)Cn1nc(C)c([N+](=O)[O-])c1C	-3	0	-1	-1.3	-5	-11	4	38*	5	1.5
34	O=C(Nn1c(-c2ccc(F)cc2)nc2ccccc2c1=O)C1CCCCC1	-3	1	-3	-2.5	1	3	-3	0	-7	3.0
35	CCSc1nsc(NC(=O)Nc2cccc(C(C)=O)c2)n1	0	-7	-2	-7.9	3	/	-8	-5	-3	-1.6
36	Cc1ccc2nc(-c3ccccc3O)c(Nc3ccc4c(c3)OCCO4)n2c1	0	-3	-4	0.2	14	-10	-2	5	1	1.4
37	CC(NC(=O)CCC(=O)NC(C)C1COc2ccccc2O1)C1COc2ccccc2O1 (configuration not stated)	-1	0	0	-1.5	9	-12	5	/	-1	-1.3
38	O=C(COc1ccc(F)cc1)Nc1nnc(C2CCCCC2)s1	-2	1	8	-1.9	1	11	15	3	-2	-0.4
39	CCOC(=O)COc1cccc2c(=O)n(CC(=O)NCCc3ccccc3)ccc12	-3	-2	-9	-0.9	-2	/	4	0	8	-2.2
40	CCN(c1ccccc1)S(=O)(=O)c1ccc(Cl)c(NC(=O)COC(=O)C2CC2C)c1 (configuration not stated)	0	-4	-4	-1.1	1	-8	1	-3	-4	-0.4

no.	SMILES	V-ATPase pH	cardiac RTF act	CAL PDZ FP-1	CAL PDZ FP-2	Tat transport	MITF act	Rtt109 Vps75	Wnt act	dFosB activator	CDK5 p35 inh
41	CC(=O)N1CCOc2cc(S(=O)(=O)N3CCN(c4ccccc4)CC3)c(Cl)cc21	-4	3	/	-0.6	-6	/	-2	-3	4	-0.3
42	CN1C(=O)[C@H]2[C@@H](/C=C/c3ccccc3)N3C(=O)CN(Cc4ccccn4)C(=O)[C@@]3(Cc3ccccc3)[C@H]2C1=O	-3	0	7	1.0	-5	16	-1	-6	7	0.2
43	COc1ccc(C[C@H]2CN3C(=NC[C@@H]3Cc3ccccc3)N2CCNC(=O)c2ccc(C)c(Br)c2)cc1	3	5	-4	-5.9	15	-30	17	/	1	-0.3
44	NC1=C(Cl)C(=O)c2ccccc2C1=O	-1	-7	-5	0.1	-25	-94	-1	-4	-4	2.6
45	O=C(COc1cc(Cl)c(Cl)cc1Cl)NC(=O)Nc1ccc2c(c1)OCCO2	-2	-4	7	-0.1	0	50	-3	/	-1	1.5
46	Cc1cc(=O)oc2c(C)c(OCC(=O)NCC3CCC(C(=O)O)CC3)ccc12 (configuration not stated)	-3	2	1	0.0	7	-3	5	-2	0	-1.5
47	S=C1NCN(Cc2ccccc2)CN1	0	1	/	-1.1	15	/	-5	0	-4	0.1
48	Cc1cccc2sc(NC(=O)Cn3c(C)csc3=O)nc12	0	0	-4	1.3	14	-4	-1	4	8	-1.3
49	CCOC(=O)/C(=C/Nc1ccc(F)c(F)c1)[N+](=O)[O-]	8	12	/	-2.4	-2	/	2	/	-4	0.5
50	COC(C(=O)Nc1ccc(Cl)cc1C)c1ccccc1 (configuration not stated)	1	-2	-1	-2.3	-1	-3	-7	0	-9	-0.9
51	CCOC(=O)C(=Cc1ccc(OCc2ccc([N+](=O)[O-])cc2)c(OC)c1)C(=O)OCC	-3	10	-3	-0.3	-1	-2	2	/	-17	0.9
52	CCOC(=O)COc1nc(C)c(Br)c(OC)n1	2	2	-1	-2.4	-5	6	-6	/	-10	3.5
53	O=C(C(=O)N1CCCC1)c1c[nH]c2ccccc12	5	1	12	-0.2	-10	-3	-6	-1	-2	-0.2
54	CC(=O)c1c(C)[nH]c(C(=O)OCC(=O)Nc2sc3c(c2C#N)CCC(C)C3)c1C (configuration not stated)	-1	7	-7	-0.7	3	0	-3	-4	-4	-2.5
55	O=C(CNc1ccccc1)N/N=C/c1cn(-c2ccccc2)nc1-c1ccccc1	-1	-5	-3	0.1	-13	11	-8	-4	3	0.3
56	C#CCOCCOCCOCCNc1nc(N2CCN(C(=O)CCCCCCCCCCNC(=O)[C@H](CO)n3cc(CCCSC)nn3)CC2)nc(N2CCN(C(=O)CCCCCCCCCCNC(=O)[C@H](CO)n3cc(CCCSC)nn3)CC2)n1	-5	6	-1	1.0	5	/	2	-8	11	-0.5

# Quoted at random: two entries already listed.
no.	SMILES	V-ATPase pH	cardiac RTF act	CAL PDZ FP-1	CAL PDZ FP-2	Tat transport	MITF act	Rtt109 Vps75	Wnt act	dFosB activator	CDK5 p35 inh
33	COC(=O)CNC(=O)Cn1nc(C)c([N+](=O)[O-])c1C	-3	0	-1	-1.3	-5	-11	4	38*	5	1.5
7	Cc1ccc(NC(=O)CCn2c(=O)c3cccn3c3ccccc32)c(C)c1	0	-6	2	-1.1	-6	15	-4	-1	?	2.0

# Some of the entries so far, with two lines to a compound.
# Second line of a record: V-ATPase pH	cardiac RTF act	CAL PDZ FP-1	CAL PDZ FP-2	Tat transport	MITF act	Rtt109 Vps75	Wnt act	dFosB activator	CDK5 p35 inh
50) COC(C(=O)Nc1ccc(Cl)cc1C)c1ccccc1 (configuration not stated)
    1	-2	-1	-2.3	-1	-3	-7	0	-9	-0.9
51) CCOC(=O)C(=Cc1ccc(OCc2ccc([N+](=O)[O-])cc2)c(OC)c1)C(=O)OCC
    -3	10	-3	-0.3	-1	-2	2	/	-17	0.9
52) CCOC(=O)COc1nc(C)c(Br)c(OC)n1
    2	2	-1	-2.4	-5	6	-6	/	-10	3.5
53) O=C(C(=O)N1CCCC1)c1c[nH]c2ccccc12
    5	1	12	-0.2	-10	-3	-6	-1	-2	-0.2
54) CC(=O)c1c(C)[nH]c(C(=O)OCC(=O)Nc2sc3c(c2C#N)CCC(C)C3)c1C (configuration not stated)
    -1	7	-7	-0.7	3	0	-3	-4	-4	-2.5

# Screening results (PubChem)
